Source: PubChem BioAssay
G9a inh – inhibitors of human histone lysine methyltransferase G9a | Q96KQ7 | G9a H3K9 monomethylation, AlphaScreen, 2 h | Potency, µM (highest dose often 102 µM), for the others: at the highest dose activity, negative = inhibition, most hits filed as inhibitors | hit rate 8.8% among 350,000; note: potency is the fitted concentration of half-maximal effect; % is set by controls: 0 for no effect and ±100 for the full control effect; nearly all actives have a fitted effect of over 75% in size
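AlphaScreen read-out: biotin-H3K9 peptide (500 nM) methylation by 20 nM enzyme with 20 uM SAM, 2 h at room temperature after 15 min compound preincubation; anti-monomethyl H3K9 antibody plus donor/acceptor beads, 10 min dark.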
ERG-DNA inh – blocks human ERG Ets domain binding to DNA. hit rate 0.028% among 370,000. AID 624246. Potency, µM (series often up to 76.9 µM), for the others: top-dose FP activity, negative = inhibition, hits mostly inhibitors. fluorescence polarization, His-ERG Ets domain / labelled DNA; active = well fitted inhibition curve with a large enough effect in the polarisation, with a control signal flat; inconclusive = small, poorly fitted or top-dose-only effect, or effect the other way, or a change in a side signal; inactive = no such curve, though single readings can be large or run the other way; the % refers to the polarisation;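 note: polarization taken with two DNA probes labelled with fluorescein and Texas red; potency is the fitted concentration of half-maximal effect; % of control where 0% means no effect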
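His-tagged ERG Ets domain (1 uM in the protein solution; 300mM KCl, 50mM Tris-HCl, 1mM EDTA, 1mM DTT, pH 7.5) received compound, then a probe mix of 5 nM fluorescein-DNA and 100nM Texas-615-DNA. Fluorescence polarization was read for both dyes.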
BAZ2B inh – blocks human BAZ2B; Q9UIF8; AlphaScreen BAZ2B-H3K14Ac peptide displacement; Potency, µM (titrated, usually from 114 µM), for the others: at the highest dose activity change, negative = inhibition, usual class: inhibitors; hit rate 4.4% among 360,000; note: potency is the fitted concentration of half-maximal effect; % is set by controls: 0 for no effect and ±100 for the full control effect; nearly all actives have a fitted effect of over 60% in size
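AlphaScreen displacement: compounds (up to 110uM) incubated 30 min at room temperature with a preformed 50 nM BAZ2B/50 nM biotinylated H3K14Ac peptide complex in PBS pH 7.4 with Tween-20. Donor and acceptor beads at 10 ug/mL final added, 20 min light-protected before reading.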
RGS4 inh – human RGS4 inhibition. Potency, µM (top dose mostly 114 µM), inactives show at the top dose activity change, negative = inhibition, actives largely listed as inhibitors. Transcreener GDP fluorescence polarization, RGS4-accelerated GTP hydrolysis. hit rate 0.039% among 390,000. AID 504845. P49798; note: potency is the fitted concentration of half-maximal effect; % is set by controls: 0 for no effect and ±100 for the full control effect; nearly all actives have a fitted effect of over 75% in size; some results filed as inactive show a strong effect at the top dose
Target sequence (P49798 whole entry, looked up): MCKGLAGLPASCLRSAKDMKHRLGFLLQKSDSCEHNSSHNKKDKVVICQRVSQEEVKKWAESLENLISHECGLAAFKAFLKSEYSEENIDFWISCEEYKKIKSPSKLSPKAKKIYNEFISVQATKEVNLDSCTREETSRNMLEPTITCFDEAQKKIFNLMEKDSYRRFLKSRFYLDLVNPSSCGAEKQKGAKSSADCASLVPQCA
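MLSMR compounds (23 nl, pin-transferred) preincubated 10 min at room temperature with a 500nM (2x) first reagent, then RGS4 at 900nM (2x) plus Transcreener GDP mix added; fluorescence polarization (620/688 nm) read before and after 90 min at 30 °C.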
PI4K2A block – PI4K2A (human) kinase inhibition | activity change, negative = inhibition, % at 76.9 µM | AID 1346378 | purified PI4K2A, ADP-Glo luminescence, 1 h; active compounds read low | hit rate 0.13% among 420,000 | Q9BTU6; in the data active = activity change below about -50%; inconclusive = mostly about -30% to -49%;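 note: -100% = wells without enzyme as full effect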
Target sequence (Q9BTU6 whole entry, looked up): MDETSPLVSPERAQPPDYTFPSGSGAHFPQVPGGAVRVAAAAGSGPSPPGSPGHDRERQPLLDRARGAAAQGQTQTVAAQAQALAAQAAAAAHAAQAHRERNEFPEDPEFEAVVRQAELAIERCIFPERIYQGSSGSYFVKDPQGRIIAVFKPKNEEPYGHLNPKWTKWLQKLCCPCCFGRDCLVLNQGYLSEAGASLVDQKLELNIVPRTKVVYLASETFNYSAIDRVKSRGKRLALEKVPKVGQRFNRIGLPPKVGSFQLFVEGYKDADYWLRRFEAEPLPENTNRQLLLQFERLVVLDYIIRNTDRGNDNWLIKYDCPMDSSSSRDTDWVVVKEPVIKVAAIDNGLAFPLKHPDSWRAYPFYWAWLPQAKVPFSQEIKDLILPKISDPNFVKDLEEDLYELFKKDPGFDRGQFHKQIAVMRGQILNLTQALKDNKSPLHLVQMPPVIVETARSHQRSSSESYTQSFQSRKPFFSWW
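ADP-Glo luminescence measured ADP generated by PI4K2A enzyme (4 ug/mL before mixing) with 1.2 mM PI substrate (pre-mix) and 300 microM ATP (pre-mix). Tris pH7.5 buffer with MgCl2, Triton X-100; 1 h reaction at ambient temperature.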
HP1b chromo inh – blocks HP1-beta chromodomain binding to methylated histone tails; P83916; AlphaScreen HP1-beta / biotin-H3K9me3 peptide binding; Potency, µM (doses to about 114 µM), inactives show at the top dose activity change, negative = inhibition, most hits filed as inhibitors; hit rate 0.56% among 390,000; AID 540317; note: potency is the fitted concentration of half-maximal effect; nearly all actives have a fitted effect of over 70% in size; inactives centre near 23
Target sequence (P83916 whole entry, looked up): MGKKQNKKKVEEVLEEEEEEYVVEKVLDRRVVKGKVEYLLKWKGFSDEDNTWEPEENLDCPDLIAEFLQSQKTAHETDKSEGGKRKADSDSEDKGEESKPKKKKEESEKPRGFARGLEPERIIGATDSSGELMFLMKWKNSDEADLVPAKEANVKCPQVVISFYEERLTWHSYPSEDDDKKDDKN
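HP1-beta protein (50 nM final) preincubated 30 min at room temperature with biotinylated H3(1-18)K9me3 peptide (50 nM) in PBS pH 7.4, 0.01% Tween-20, then compound added for 30 min. AlphaScreen streptavidin donor/nickel chelate acceptor beads (10 ug/mL final), 30 min dark, luminescence read.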
JMJD2A Tudor – inhibitors of human JMJD2A Tudor domain | O75164 | AlphaScreen JMJD2A-Tudor / H3K4me3 peptide binding | Potency, µM (doses to about 114 µM), for the others: at the highest dose activity change, negative = inhibition, most hits filed as inhibitors | hit rate 4.4% among 390,000; note: potency is the fitted concentration of half-maximal effect; % is set by controls: 0 for no effect and ±100 for the full control effect; nearly all actives have a fitted effect of over 50% in size
12-LOX inh – ALOX12 (human) lipoxygenase inhibition | P18054 | hit rate 1.1% among 580,000 | purified 12hLO, xylenol orange hydroperoxide absorbance | Potency, µM (highest dose often 108 µM), inactives show at the highest dose activity change, negative = inhibition, actives largely listed as inhibitors; note: potency is the fitted concentration of half-maximal effect; % is set by controls: 0 for no effect and ±100 for the full control effect
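Purified human 12hLO at 150 nM in 25 mM Hepes, 0.01% Triton X-100, pH 7.0, preincubated 15 min at room temperature with compound. Reaction started with 40 uM arachidonic acid, 30 min at room temperature. Hydroperoxide measured by Fe-xylenol orange, 573/405 nm absorbance ratio.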
GLS inhibitor – inhibitors of human glutaminase (GLS); O94925; GLS enzymatic activity, qHTS titration; Potency, µM (top dose mostly 45.5 µM), without a hit: at the top dose activity change, negative = inhibition, usual class: inhibitors; hit rate 0.21% among 410,000; note: potency is the fitted concentration of half-maximal effect; % is set by controls: 0 for no effect and ±100 for the full control effect
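Coupled fluorescence readout: glutamate oxidase/HRP/Amplex Red detect glutamate formed by hKGA from L-glutamine (1 mM solution added). Buffer 45 mM KH2PO4 pH 8.2, 0.02% Tween-20; reads at t0 and 30 min RT.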
Active calls of the source: *; ? = inconclusive; . = not tested or not shown; & = joins results of further samples; [ ] = dose if it differs, or a comment. Unless noted, calls come from the whole dose curve; as a rule, active = well fitted curve in the direction sought with a large enough effect; inconclusive = small, poorly fitted or top-dose-only effect, or another doubt; inactive = no such curve, though single readings can be large; an effect the other way counts as inactive or inconclusive. An excerpt; the hit share may differ from the screen's.

entry	Structure	RGS4 inh	JMJD2A Tudor	HP1b chromo inh	BAZ2B inh	PI4K2A block
1	CCCC1(C(=O)OCC)NC(c2ccc(OC)cc2OC)C2C(=O)N(c3ccc4c(c3)OCCO4)C(=O)C21 (stereo not drawn)	6%	-15%	7%	-1%	2
2	O=c1cc(NC2CCCCC2)[nH]c(=O)[nH]1	-9%	-10%	4%	.	-6
3	COc1ccc(CCNC(=O)CS(=O)(=O)c2cn(CC(=O)N(C(C)C)C(C)C)c3ccccc23)cc1OC	-13%	-1%	25%	-1%	5
4	CCC(c1nnnn1Cc1ccccc1)N1CCN(c2ccc(OC)cc2)CC1 (stereo not drawn)	15%[56.9 µM]	?	-4%	?	-2
5	CC(NC(=O)c1ccccc1)c1nnc(SCC(=O)NC2CCCC2)n1C (stereo not drawn)	14%	-13%	37%[activator]	-5%	-1
6	CC1(C)OC(C(=O)NC2CCCCC2)C(C(=O)NC2CCCCC2)O1 (stereo not drawn)	24%	-1%	15%	16%	-8
7	CCc1ccccc1NC(=O)c1ccc2[nH]c(C)c(C)c2c1	-19%	-25%	29%	21%	-8
8	Cc1c(OCC(=O)NCCCN2CCCC2=O)ccc2c3c(c(=O)oc12)CCCC3	-2%	-12%	11%	-30%	2
9	CCOc1ccc(NC(=O)N2CCC(n3nnc4ccccc43)CC2)cc1	29%	-26%	12%	?	0
10	O=C(O)c1ccccc1NC(=O)C1C2C=CC(C2)C1C(=O)O (stereo not drawn)	12%	-10%	12%	-7%	3
11	CCOC(=O)c1sc2c(c1C)c(=O)c(C(=O)OCC)cn2CC	8%	-11%	11%	10%	-3
12	CC1CN(C(=O)C(C)Sc2nnnn2C)CC(C)O1 (stereo not drawn)	4%	-4%	50%[activator]	2%	3
13	CS(=O)(=O)c1ccc(NS(=O)(=O)c2ccc(Cl)c(C(=O)NCc3ccco3)c2)cc1	7%	-17%	32%	10%	-5
14	COC(=O)c1cnc(N2CCN(c3ccc(OC)cc3)CC2)c2ccccc12	-7%	25µM*	-13%[57 µM]	22µM*	-8
15	COc1cc2c(cc1OC)-c1cc(Nc3ccc(C)cc3)nc(=O)n1CC2	-29%	-12%	32%	3%	-2

entry	G9a inh	GLS inhibitor	ERG-DNA inh	12-LOX inh
1	-43%[59 µM]	4%	1%	0%
2	.	2%	8%	?
3	17%	1%	-2%	?
4	13µM*	20%	-14%	0%
5	29%	7%	2%	17%
6	3%[59 µM]	-1%	-1%	15%
7	2%[59 µM]	-2%	-1%	-12%
8	-15%[0.501 µM]	4%	-8%	-3%
9	.	1%	-6%	-6%
10	?	-2%	-6%	0%
11	-14%[12.7 µM]	4%	-7%	14%
12	7%	-12%	-1%	-26%
13	-11%[12.7 µM]	2%	10%	212%[activator]
14	13µM*	1%	-7%	?
15	-10%[2.33 µM]	-1%	-6%	0%

Other results.
entry	Structure	RGS4 inh	JMJD2A Tudor	HP1b chromo inh	BAZ2B inh	PI4K2A block
16	O=C(Nc1ccc2c(c1)OCCO2)C1CCN(S(=O)(=O)c2cccs2)CC1	6%	-17%	12%	-3%	6
17	CCc1ccc(C(C(=O)NC2CCCC2)N(C(=O)/C=C/C(=O)Nc2cc(C)on2)c2ccccc2C)cc1 (stereo not drawn)	-6%	-10%	53%[activator]	-7%	-1
18	COc1ccc(NCC(=O)Nc2ccc(Cl)cc2C)c(OC)c1	-13%	50µM*	?	50µM*	11
19	CCN(CC)CCCC(C)NC(=O)c1cccc(S(=O)(=O)N2CCc3ccccc32)c1 (stereo not drawn)	-15%	-28%	-16%	-12%	4
20	Cn1c(Cn2cnc3ccccc32)nnc1SCc1ccccc1	15%	-11%[57.1 µM]	50%[activator]	11%	-2
21	CCS(=O)(=O)c1nc(S(=O)(=O)c2ccc(C)cc2)c(N2CC(C)OC(C)C2)s1 (stereo not drawn)	3%	2%	56%[activator]	-2%	-1
22	CCCCCSc1nnc2c(n1)OC(CC)Nc1ccc(Br)cc1-2 (stereo not drawn)	-16%	-30%	22%	-20%	4
23	Cc1cc(Nc2ccccc2C)n2nc(Cc3ccc(Cl)cc3)nc2n1	-10%	-19%	36%	-16%	3
24	CN(CC(=O)Nc1ccc(F)c(F)c1F)C(=O)CCc1nc2sc3c(c2c(=O)[nH]1)CCCC3	-14%	-36%	-7%	50µM*	-6
25	Cc1nc2oc3c(NCC4CCCO4)ncnc3c2c2c1COC(C)(C)C2 (stereo not drawn)	-16%	8%	13%	-34%[57.1 µM]	8
26	CC(C)(C)[C@@H]1COC(=O)[C@H](Cc2ccc(F)cc2)C/C=C\C[C@@H](CC(=O)NCCO)C(=O)N1	-3%	-8%	45%[activator]	.	1
27	CCN(c1ccccc1)S(=O)(=O)c1ccc(OC)c(NC(=O)C2CCC2)c1	-11%	-6%	13%	.	-1
28	Cc1ccnc(NC(=O)CN2C(=O)NC(C)(c3ccc4ccccc4c3)C2=O)c1 (stereo not drawn)	3%	-13%	0%	-8%	-10
29	CCn1c(SCC(=O)NC2CCCCC2)nnc1-c1cccs1	-5%	2%	33%	-5%	-8
30	CC(C)(C)OC(=O)N1CCC(c2c(C(=O)NCCc3ccsc3)cnn2-c2ccc(F)cc2F)CC1	-1%	-31%	-8%	-1%[57.1 µM]	-5

entry	G9a inh	GLS inhibitor	ERG-DNA inh	12-LOX inh
16	4%	-5%	-8%	-17%
17	-4%[59 µM]	2%	-12%	6%
18	1.4µM*	41%[activator]	-1%	0%
19	45µM*	-1%	10%	0%
20	1%	6%	-15%	0%
21	.	-8%	-2%	-2%
22	0%[59 µM]	8%	1%	0%
23	-25%[59 µM]	-8%	0%	-16%
24	50µM*	4%	6%	18µM*
25	?	.	6%	-1%
26	.	-8%	1%	-23%
27	.	4%	-2%	260%[activator]
28	?	10%	-6%	-8%
29	-16%[12.7 µM]	2%	-4%	10%
30	-2%[59 µM]	-1%	0%	2%

From no. 24 to 30, copied from above:
entry	Structure	RGS4 inh	JMJD2A Tudor	HP1b chromo inh	BAZ2B inh	PI4K2A block
24	CN(CC(=O)Nc1ccc(F)c(F)c1F)C(=O)CCc1nc2sc3c(c2c(=O)[nH]1)CCCC3	-14%	-36%	-7%	50µM*	-6
25	Cc1nc2oc3c(NCC4CCCO4)ncnc3c2c2c1COC(C)(C)C2 (stereo not drawn)	-16%	8%	13%	-34%[57.1 µM]	8
26	CC(C)(C)[C@@H]1COC(=O)[C@H](Cc2ccc(F)cc2)C/C=C\C[C@@H](CC(=O)NCCO)C(=O)N1	-3%	-8%	45%[activator]	.	1
27	CCN(c1ccccc1)S(=O)(=O)c1ccc(OC)c(NC(=O)C2CCC2)c1	-11%	-6%	13%	.	-1
28	Cc1ccnc(NC(=O)CN2C(=O)NC(C)(c3ccc4ccccc4c3)C2=O)c1 (stereo not drawn)	3%	-13%	0%	-8%	-10
29	CCn1c(SCC(=O)NC2CCCCC2)nnc1-c1cccs1	-5%	2%	33%	-5%	-8
30	CC(C)(C)OC(=O)N1CCC(c2c(C(=O)NCCc3ccsc3)cnn2-c2ccc(F)cc2F)CC1	-1%	-31%	-8%	-1%[57.1 µM]	-5

entry	G9a inh	GLS inhibitor	ERG-DNA inh	12-LOX inh
24	50µM*	4%	6%	18µM*
25	?	.	6%	-1%
26	.	-8%	1%	-23%
27	.	4%	-2%	260%[activator]
28	?	10%	-6%	-8%
29	-16%[12.7 µM]	2%	-4%	10%
30	-2%[59 µM]	-1%	0%	2%

More records:
entry	Structure	RGS4 inh	JMJD2A Tudor	HP1b chromo inh	BAZ2B inh	PI4K2A block
31	COc1ccc(C)cc1NC(=O)COC(=O)c1ccc([N+](=O)[O-])o1	-40%	-40%	27%	9%	-1
32	O=C(CN1CCN(S(=O)(=O)c2ccccc2)CC1)Nc1ccc(Cl)c([N+](=O)[O-])c1	-24%	-21%	6%	-5%	0
33	Cc1ccc(N2N=C(c3ccc(Br)cc3)CCC2=O)cc1	17%	-7%	46%[activator]	-5%	4
34	Cc1cc(=O)n2nc(N3CCC(C(=O)NCc4ccc(F)cc4)CC3)sc2n1	9%[56.9 µM]	-14%&-14%	58%&19%[activator]	-18%&-2%	0&4
35	Cn1c(=O)c2c(nc(Oc3ccc4c(c3)OCO4)n2Cc2ccc(Br)cc2)n(C)c1=O	14%	-7%	-3%	-4%	-4
36	O=C(/C=C/c1ccccc1)NCCc1nc2ccccc2[nH]1	2%	-13%	45%[activator]	0%	-8

entry	G9a inh	GLS inhibitor	ERG-DNA inh	12-LOX inh
31	-33%	0%	2%	0%
32	-21%[12.7 µM]	-18%	2%	-8%
33	?	3%	7%	-21%
34	21%[59 µM]	-11%&-16%	2%&5%	-1%&-6%
35	-4%[12.7 µM]	5%	-5%	.
36	1%	-12%	?	12%
